PGC1a acetyl inh: lowers PGC1a acetylation signal in U2OS cells; 0.17% of 350,000 active; inhibition, % at 15.6 µM; AlphaScreen anti-acetyl-lysine; with virally co-expressed GCN5 acetyltransferase;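 active = every replicate shows inhibition of at least 40%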;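 also: 0% = neutral control wells and 100% = positive control wells; some results beyond the cut were filed as inactive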
PglD inh: inhibitors of Campylobacter jejuni PglD acetyltransferase; purified PglD enzyme, DTNB colorimetric CoA detection; inhibition, % at 12.5 µM; 0.098% of 360,000 active; in the data active = inhibition above about 16%, passing the limit was not always enough; also: strong numbers were not always called active
LGR2 antag: inhibitors of bursicon-induced Drosophila LGR2 receptor cAMP signaling; inhibition, % at 9.99 µM; 0.35% of 380,000 active; HEK293 LGR2, CRE-luciferase, bursicon-stimulated, 4 h; AID 720647;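 active = drop in luminescence signal, shown as inhibition above about 50% in the replicate tests, limit read from the data, passing the limit was not always enough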;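 also: agonist challenge used bursicon conditioned medium at about half maximal strength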
PAX8 inh HTS: PAX8 transcriptional activity inhibition; RMG-I TPO-luciferase reporter, SteadyGlo, 24 h; inhibition, % at 12.6 µM; 1.2% of 360,000 active; AID 652154;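 active = mean replicate inhibition at least 60% with every replicate also reaching 60%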;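 also: luciferase light reporting Pax8 driven TPO promoter activity; plate controls were median of neutral control wells for no effect and mitoxantrone controls for full effect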
ARNT-TACC3 inh: disrupts binding between human ARNT and TACC3; AlphaScreen His-ARNT PAS-B/GST-TACC3 binding, luminescence; TACC3 fragment carries E629A point mutation; inhibition, % at 9.99 µM; 0.66% of 390,000 active; AID 623870;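 active = mean inhibition of replicates at least 50% and at least half of replicates each reaching 50%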;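 also: 0% = complete ARNT plus TACC3 wells and 100% = ARNT alone without TACC3; many hits fall short of the cut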
C2C12 statin: suppressors of simvastatin-induced myotoxicity in C2C12 myotubes. ATP luminescence, 48 h; scaled: DMSO 0, geranylgeraniol control 100. rescue of ATP level, % at 7.49 µM. 0.78% of 330,000 active. AID 602340;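 active = mean ATP rescue above about 67%, or every replicate alone reaching that limit, limit read from the data, passing the limit was not always enough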;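 also: myotubes were challenged with 10 µM simvastatin during compound exposure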
Cneo AK release: Cryptococcus neoformans lysis via adenylate kinase release; 0.2% of 360,000 active; C. neoformans lysis, adenylate kinase release luminescence, 4 h; normalised: neutral wells 0, clomiphene wells 100; lysis activity, % at 15 µM;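 active = mean lysis activity across replicates of at least 80%, whatever share of replicates individually reach that level; inactive = mean lysis activity below 80%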
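Material: C. neoformans cells; Schedule: 4 h static compound exposure, 37 °C, read 1 h post-reagent; Measured by: adenylate kinase release luminescence; Read-out: signal increase indicating cell lysis; Controls: Clomiphene as positive lysis control.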
GSIS activator: GLuc luminescence reporter in INS-1E cells, primary screen for activators of glucose-dependent secretion of insulin; 0.61% of 370,000 active; activation, % at 16.6 µM; INS-1E GLuc reporter insulin secretion, 2-3 h;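 active = lowest replicate activation of at least 40%, so every replicate reaches that level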;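 also: 0% = median of neutral control wells and 100% = median of IBMX positive control wells; some compounds called inactive have numbers as strong as hits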
* marks the source's active call; other numbers are inactive results; x = not tested or not shown.

SMILES	PGC1a acetyl inh	PglD inh	LGR2 antag	PAX8 inh HTS	ARNT-TACC3 inh	C2C12 statin	Cneo AK release	GSIS activator
COc1ccc(-c2cc(C(=O)NCC(c3ccccc3)N(C)C)c3ccccc3n2)cc1OC (stereo not drawn)	x	9	5	17	x	3	-5	0
COc1ccc(NC(=O)/C(C#N)=C\c2ccc(OCc3ccc(C(=O)O)cc3)c(OC)c2)cc1	-4	x	-1	-29	2	x	x	10
Cc1ccccc1C(=O)N1CCN(c2ccc(NC(=O)c3cccc(OC(C)C)c3)cc2)CC1	3	-4	11	6	-4	24	4	-19
C/C(=N\NC(=S)NC(C)C)c1ccccc1	5	x	-5	21	5	x	x	54*
CCn1c(COc2cccc(OC)c2)nnc1SCC(=O)Nc1cccc(OC)c1	8	2	x	x	-6	5	-2	x
C=CCNC(=S)NNC(=O)c1cccn(Cc2ccc(Cl)cc2Cl)c1=O	-13	1	2	2	x	24	4	-12
O=C(CSc1nc2scc(-c3ccccc3)c2c(=O)[nH]1)NCCc1ccccc1	2	-3	-11	3	-5	-8	-1	-2
CC(=O)N1CC[C@@H]2[C@H]1c1cc(-c3cccc(F)c3)ccc1N[C@@H]2CO	0	0	-4	5	-7	-24	7	9
Cc1cc2c(cc(C(=O)NCc3cccnc3)n2Cc2ccc(Cl)cc2)o1	0	0	x	x	0	9	-2	x
O=C(CSc1ccc(C(F)(F)F)cc1[N+](=O)[O-])NCCOc1ccccc1	x	x	-1	15	-2	x	x	-20
CC(=O)N(C)C[C@H]1Oc2ncc(-c3ccc(C#N)cc3)cc2C(=O)N([C@@H](C)CO)C[C@@H]1C	-10	0	-19	x	-7	-4	-1	12
CN(C)C(=O)C[C@@H]1CC[C@@H]2[C@H](COc3ccc(NC(=O)C4CC4)cc3C(=O)N2C)O1	6	2	6	9	-4	10	-3	6
CCCC1(CCC)NC(=O)N(CC(=O)N2CCc3ccccc32)C1=O	-3	2	-3	27	4	-2	1	7
O=c1[nH]cnc2c1C(c1ccccc1)c1c(nc[nH]c1=O)O2	x	2	-2	-7	12	-6	-15	-2
COC(=O)c1ccc(-n2cnc3ccccc32)nc1	x	x	-22	-100	0	x	x	10
C=CCNC(=O)c1c(N)n(-c2ccc3c(c2)OCO3)c2nc3ccccc3nc12	-10	-3	x	x	-10	-78	-1	x
CCOC(=O)c1c(NC(=O)c2cc(-c3cccc(O)c3)on2)sc(C(C)=O)c1C	-1	-6	4	-29	4	-8	0	x
O=C(Nc1ccc2c(c1)OCCO2)C1CCCN(S(=O)(=O)c2cccnc2)C1 (stereo not drawn)	x	0	4	-14	-7	8	4	-1
O=C1CN(C(=O)CCN2CCOCC2)C(c2ccccc2)c2cc(Br)ccc2N1 (stereo not drawn)	7	-1	x	x	2	11	1	x
CC(C)(C)CN1CCNC(=O)C1CC(=O)NCCc1ccccc1F (stereo not drawn)	9	-4	10	-1	7	9	-2	0
COc1cc(NC(=S)NCCc2ccccc2)c(OC)cc1NC(=O)C(C)C	8	2	-2	14	2	-8	4	17
COc1ccc2c(c1)c(CC(=O)OCC(=O)N(C)C)c(C)n2C(=O)c1ccc(Cl)cc1	8	-2	-8	6	0	14	4	-13
CC=Cc1ccc2n(c1=O)C[C@H]1[C@H](CO)[C@@H](C(=O)NC3Cc4ccccc4C3)[C@@H]2N1C(C)=O (mixture of isomers)	x	-1	-2	x	-1	11	-2	6
O=C(Oc1ccc(Br)cc1C(=S)N1CCOCC1)c1ccc(F)cc1	x	-2	x	x	8	9	6	x
C[C@@H]1CN([C@@H](C)CO)S(=O)(=O)c2ccc(-c3cncnc3)cc2O[C@H]1CN(C)C(=O)Cc1ccccc1	2	6	6	8	-4	-24	-4	3
COc1ccccc1NC(=O)NC1(C(=O)N2CCN(C)CC2)CCCCC1	x	1	0	-2	0	-23	2	25
O=C(C[C@@H]1C=C[C@@H](NC(=O)C2CC2)[C@@H](CO)O1)NCC1CC1	-3	-2	-8	-5	4	-4	3	21
Cc1ccc(C(=O)Nc2ccccc2)cc1S(=O)(=O)Nc1ccc(Cl)cn1	6	x	-3	13	-6	x	x	5
COc1ccc2oc(=O)c(C(=O)N3CCN(c4ccc(F)cc4)CC3)cc2c1	-13	-5	-2	x	-12	6	0	-5
O=C(CN1C(=O)c2cccc3cccc1c23)Nc1ccccc1	x	x	-2	1	-4	x	x	1
NC(=O)CC1C(=O)N(c2ccc(Cl)cc2)C(=S)N1NC(=O)c1cccc(F)c1 (stereo not drawn)	5	4	0	-10	-8	3	1	-13
Cc1ccc(/C=C2\Oc3cc(OCC(=O)NN)ccc3C2=O)o1	0	-7	19	-14	-5	3	7	5
NC1=NC[C@H](c2ccccc2)N1CCc1cc(C(F)(F)F)cc(C(F)(F)F)c1	x	-7	16	-6	4	-58	1	60
CC(C)CC(=O)Nc1cc2nn(-c3ccccc3)nc2cc1Cl	14	0	x	x	-2	6	-3	x
CN(Cc1ccco1)c1ncnc2ccc(-c3ccc4c(c3)OCO4)cc12	x	0	x	6	5	-44	2	x
Cc1cccc(C2c3[nH]c4ccccc4c3CCN2C(=O)c2cc(CC(C)C)nc(C)n2)n1 (stereo not drawn)	6	x	-8	34	9	5	x	-14
COc1ccc(N2CCc3c(C)nc4c(OC)cc(OC)cc4c32)c(OC)c1	-49	-4	x	x	-1	-129	3	x
CCN1C(=O)C2C(C1=O)N1C(c3cccs3)C3C(=O)N(CC)C(=O)C3N1C2c1cccs1 (stereo not drawn)	10	6	x	x	-1	x	2	x
O=C(CC1CC2CCC1C2)N1CCN(S(=O)(=O)c2ccc(F)cc2)CC1 (stereo not drawn)	0	-5	2	1	x	0	0	x
CCN(CC(=O)Nc1ccccc1OC)C(=O)CCc1ccccc1	-9	2	-13	-11	1	7	-1	-1
CN(C)CC(=O)N[C@@H]1CC[C@@H](CC(=O)NCc2ccc(Cl)cc2)O[C@H]1CO	0	1	-2	-14	31	-8	-1	-3
CC(C)Oc1cccc(C(=O)N/N=C/c2ccoc2)c1	x	-2	-30	-105	8	-2	0	4
COc1ccc2c(c1)C(C)=CC(C)(C)N2C(=O)C(C)N1C(=O)c2ccccc2C1=O (stereo not drawn)	-7	0	12	x	5	-16	1	6
CC(C)CC1(C(=O)O)NC(c2ccccc2O)C2C(=O)N(C(C)C)C(=O)C21 (stereo not drawn)	0	3	-4	-1	-12	2	1	-1
CCOCCCN1CC(=O)N2[C@@H](Cc3c([nH]c4ccccc34)C2(C)C)C1=O	14	7	18	5	-6	29	0	-4
CN1CCCN(S(=O)(=O)c2cccc(Cl)c2Cl)CC1	14	-8	23	-4	-5	2	1	8
Cc1nc2nc(Cc3ccccc3)nn2c(C)c1Cl	3	2	x	x	-3	5	1	x
CS(=O)(=O)NN1C(=O)c2ccccc2NC1c1ccccc1F (stereo not drawn)	4	2	-6	-2	-2	5	2	-2
O=C(COc1ccccc1[N+](=O)[O-])OCCCOC(=O)COc1ccccc1[N+](=O)[O-]	x	-1	16	-5	-21	8	-4	-4
O=C(COC(=O)c1ccccn1)NCCc1ccc(Cl)cc1	9	x	-25	20	x	-4	x	-21
Cc1c(C(=O)N2CCCCC2)c(S(=O)(=O)N2CCc3ccccc32)c(C)n1C	2	-3	-8	-1	0	23	-1	-6
Cn1cnc2cc(OC(=O)c3ccccc3)ccc21	-3	2	x	x	-1	0	-2	x
Cc1cccc(OCCCC(=O)Nc2ccc(S(N)(=O)=O)cc2)c1	18	-2	9	-2	-9	-3	1	-5
Cc1cc(OCCN2CCCC2)ccc1[N+](=O)[O-]	x	-1	-3	x	-4	x	1	-2
OCC1(Cc2cccc(F)c2)CCN(Cc2ccc3cccc(F)c3n2)CC1	1	-1	3	15	-2	-10	1	-3
O=C(CSc1ccc(-c2ccco2)nn1)NCCc1ccccc1	9	x	-3	-11	3	x	x	-20
COc1ccc(S(=O)(=O)Nc2ccc3c(c2)C(=O)N([C@H](C)CO)C[C@@H](C)[C@H](CN(C)S(=O)(=O)c2ccc(OC)cc2)O3)cc1	7	2	0	-10	16	6	-1	0
Cc1noc(C)c1S(=O)(=O)Nc1ccc2c(c1)C(=O)N([C@@H](C)CO)C[C@H](C)[C@@H](CN(C)S(=O)(=O)c1ccc(F)cc1)O2	1	x	-14	x	x	2	x	5
COCCN(CC(=O)NCC1CCCO1)C(=O)CCC(=O)Nc1cc(C)on1 (stereo not drawn)	-5	7	x	8	0	15	0	x
CCc1ccc(/C=N\NC(=O)c2ccc(Br)o2)s1	2	0	-37	-122	12	x	-2	21

Reformatted as comma-separated lines: 5 of the compounds above.
structure,PGC1a acetyl inh,PglD inh,LGR2 antag,PAX8 inh HTS,ARNT-TACC3 inh,C2C12 statin,Cneo AK release,GSIS activator
O=C(Nc1ccc2c(c1)OCCO2)C1CCCN(S(=O)(=O)c2cccnc2)C1 (stereo not drawn),x,0,4,-14,-7,8,4,-1
CCc1ccc(/C=N\NC(=O)c2ccc(Br)o2)s1,2,0,-37,-122,12,x,-2,21
Cc1c(C(=O)N2CCCCC2)c(S(=O)(=O)N2CCc3ccccc32)c(C)n1C,2,-3,-8,-1,0,23,-1,-6
CC(=O)N(C)C[C@H]1Oc2ncc(-c3ccc(C#N)cc3)cc2C(=O)N([C@@H](C)CO)C[C@@H]1C,-10,0,-19,x,-7,-4,-1,12
O=C(CN1C(=O)c2cccc3cccc1c23)Nc1ccccc1,x,x,-2,1,-4,x,x,1

(listing goes on)
SMILES	PGC1a acetyl inh	PglD inh	LGR2 antag	PAX8 inh HTS	ARNT-TACC3 inh	C2C12 statin	Cneo AK release	GSIS activator
Cc1ccc2oc(-c3cccc(NC(=O)c4ccccn4)c3)nc2c1	1	-2	-61	-46	0	-5	0	-1
O=C(C[C@@H]1C=C[C@@H](NC(=O)c2ccncc2)[C@H](CO)O1)Nc1ccc(-c2ccccc2)cc1	7	-3	-9	5	-4	-4	-3	19
OC[C@H]1[C@@H](c2ccc(C#Cc3ccccc3F)cc2)[C@@H]2CN(Cc3cncnc3)CCCCN12	-12	2	-9	-6	6	12	3	-8
CC(=O)c1cccc(CN2CCC(n3nccc3NC(=O)CCCc3ccccc3)CC2)c1	2	5	11	x	-1	-10	-5	-8
CCc1ccc(CCC(=O)Nc2ncc(Cc3ccccc3Cl)s2)o1	x	-6	x	-2	-2	x	-2	x
C#CCN1C=C(C(=O)OCC)C(C)N(Cc2ccccc2I)S1(=O)=O (stereo not drawn)	-14	5	18	43	0	-8	0	-19
COc1ccc(Cl)cc1Cn1c(C)c(C(=O)NCc2ccc(F)cc2)sc1=O	x	-7	13	11	x	0	0	-33
CCc1nnc(NC(=O)CCCSc2nc3ccccc3[nH]2)s1	x	x	6	3	-8	x	x	-10
COc1ccc(C(O)c2nccn2Cc2ccccc2)cc1OC (stereo not drawn)	-1	-3	5	x	1	7	2	-14
CCC(NC(=O)c1ccccc1NC(=O)c1ccccc1)C(=O)NNC(=O)CSc1nc2ccccc2o1 (stereo not drawn)	x	x	1	-20	7	x	x	-5
CC(=O)N(C)C[C@@H]1Oc2cc(C#CC(C)C)ccc2S(=O)(=O)N([C@H](C)CO)C[C@@H]1C	2	1	15	x	-50	14	3	-9
Brc1ccc(-c2c(-c3ccsc3)sc3ccccc23)cn1	-18	1	0	-28	2	31	0	-8
COc1ccc(C(=O)N(CC2CCCO2)C(C(=O)NCCC(C)C)c2ccc(C)cc2)cc1OC (stereo not drawn)	-37	-2	-3	6	-7	x	4	13
COc1ccc(NC(=O)C2C3C=CC(O3)C2C(=O)O)cc1 (stereo not drawn)	14	2	7	15	0	4	3	18
COc1cc(COc2ccc3c(C)c(Cc4ccccc4)c(=O)oc3c2C)cc(OC)c1OC	-10	-3	x	x	-2	-14	1	x
Cc1oc2c(C)c3oc(=O)c4c(c3cc2c1C)CCCC4	14	3	x	x	-21	-3	0	x

Compound activity from PubChem.
